Screens as filed in PubChem.
Apaf-1 inh = human Apaf-1 inhibition; O14727; reconstituted apoptosome caspase-3 activity, DEVD-Rh110 fluorescence; inhibition, % at 20 µM; actives 0.71% (n = 330,000); active = inhibition of at least 40% at 20 µM;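 also: plate controls were DMSO wells for no effect and DEVD-CHO caspase inhibitor wells for full effect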
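System: reconstituted apoptosome with Apaf-1, cytochrome c, caspase-9, procaspase-3, dATP; Signal: Rh110 fluorescence intensity; Schedule: 30 min compound preincubation, 50 min activation, room temperature; Reagent: cytochrome c trigger plus (Z-DEVD)2-Rh110 caspase-3 substrate.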
SENP8 block-1 = blocks human SENP8 cleavage of Nedd8 substrate. Q96LD8. recombinant SENP8, Nedd8 substrate fluorescence. inhibition, % at 20 µM. actives 0.64% (n = 360,000). AID 602440; in the data active = inhibition mostly above about 40%, no sharp cut-off; inactive = mostly below about 27%
Target sequence (Q96LD8 whole entry, looked up): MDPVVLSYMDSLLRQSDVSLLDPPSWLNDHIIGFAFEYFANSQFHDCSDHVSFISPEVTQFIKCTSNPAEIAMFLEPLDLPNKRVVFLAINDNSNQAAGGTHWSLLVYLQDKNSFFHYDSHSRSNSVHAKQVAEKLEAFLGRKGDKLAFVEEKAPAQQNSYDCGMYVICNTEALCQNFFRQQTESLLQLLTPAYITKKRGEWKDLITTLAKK
SENP6 inh = SENP6 protease inhibition; AID 2599; actives 1.8% (n = 330,000); inhibition, % at 10 µM; Recombinant SENP6 catalytic domain, aminoluciferin luminescence; Q9GZR1;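 active = inhibition above about 50% at the single tested dose, limit read from the data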;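 also: plate controls were DMSO wells with enzyme for no effect and DMSO wells lacking enzyme for full effect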
Target sequence (Q9GZR1 628-1112 limits assumed): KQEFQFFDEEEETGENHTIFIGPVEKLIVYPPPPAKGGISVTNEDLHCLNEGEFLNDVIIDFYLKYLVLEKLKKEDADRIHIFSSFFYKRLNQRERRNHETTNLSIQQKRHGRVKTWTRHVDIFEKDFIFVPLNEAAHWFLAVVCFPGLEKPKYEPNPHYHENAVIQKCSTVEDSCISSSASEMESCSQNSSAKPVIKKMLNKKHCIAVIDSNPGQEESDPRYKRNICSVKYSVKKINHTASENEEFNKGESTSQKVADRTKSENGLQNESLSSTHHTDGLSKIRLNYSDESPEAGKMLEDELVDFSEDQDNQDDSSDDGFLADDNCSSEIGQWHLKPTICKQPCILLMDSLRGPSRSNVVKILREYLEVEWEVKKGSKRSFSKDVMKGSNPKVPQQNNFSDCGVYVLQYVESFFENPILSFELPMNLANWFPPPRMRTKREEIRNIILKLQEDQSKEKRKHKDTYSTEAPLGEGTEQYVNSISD
SENP8 block-2 = blocks the human protease SENP8; purified SENP8, Z-RLRGG-aminoluciferin cleavage, luminescence; inhibition, % at 10 µM; actives 1.2% (n = 330,000); AID 2540; in the data active = inhibition above about 50%
SENP7 block = blocks the human protease SENP7. Q9BQF6. recombinant SENP7, Z-RLRGG-aminoluciferin luminescence, 40 min. inhibition, % at 5 µM. actives 1.5% (n = 330,000);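 active = inhibition above about 50% at the single test dose, limit read from the data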;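 also: plate controls were DMSO with enzyme for no effect and no enzyme buffer wells for full effect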
HKDC1 inh = inhibitors of human hexokinase HKDC1. Q2TB90. recombinant HKDC1, G6PDH/diaphorase resazurin coupled fluorescence. inhibition, % at 20 µM. actives 0.16% (n = 340,000). AID 493160;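 active = inhibition above about 35% when tested at 20 µM, limit read from the data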;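 also: plate controls were DMSO wells with enzyme for no effect and DMSO wells lacking enzyme for full effect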
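Assay system: recombinant HKDC1 hexokinase; detection: coupled resazurin fluorescence, excitation 525 nm, emission 613 nm; benchmarks: DMSO-plus-enzyme-mix negative control, buffer-substituted positive control; compound dosing: single 20 µM dose; schedule: 90 min at room temperature in dark; also added: glucose plus 1 mM ATP as hexokinase substrates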
SENP1 FRET inh = blocks the human SENP1 SUMO protease catalytic domain. actives 0.21% (n = 360,000). recombinant SENP1 catalytic domain, CyPet-SUMO1-YPet FRET cleavage. inhibition, % at 10 µM. Q9P0U3;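 active = inhibition at least 30% at 10 µM, raw YFP signal under a set limit, fluorescence ratio 0.5 to 1.5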;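 also: 0% = enzyme with DMSO and 100% = no enzyme wells; some results filed as inactive read as strong as hits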
Target sequence (Q9P0U3 419-644 limits assumed): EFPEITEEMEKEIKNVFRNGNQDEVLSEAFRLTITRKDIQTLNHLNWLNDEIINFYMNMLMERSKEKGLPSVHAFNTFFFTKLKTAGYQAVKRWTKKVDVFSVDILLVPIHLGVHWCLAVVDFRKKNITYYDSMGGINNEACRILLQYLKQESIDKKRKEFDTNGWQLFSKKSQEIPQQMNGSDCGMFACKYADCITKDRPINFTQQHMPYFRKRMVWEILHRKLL
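Test system: human SENP1 catalytic domain; medium: Tris pH 8 buffer plus EDTA, NaCl, BME, BSA, NP40, catalase; incubation: 50 min reaction at room temperature; technique: FRET, CFP and YFP emission; controls: no-enzyme low control and enzyme-plus-DMSO high control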
PfG6PD inh = PfG6PD (Plasmodium falciparum) enzyme inhibition; actives 0.78% (n = 350,000); inhibition, % at 20 µM; PfGluPho enzyme, NADPH resazurin-diaphorase fluorescence; AID 504690;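 active = inhibition reaching at least a set limit at 20 µM in the primary screen, cut at about 59% in these data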;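 also: 0% = DMSO wells with substrate and 100% = DMSO wells lacking glucose-6-phosphate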
The depositor's hits bear a star; · = no result given. Rows were taken by chance, and some 3.6% of all compounds hit somewhere here.

SMILES	Apaf-1 inh	SENP8 block-1	SENP6 inh	SENP8 block-2	SENP7 block	HKDC1 inh	SENP1 FRET inh	PfG6PD inh
CCCCCCOc1ccc(N2C(=O)CC(N3CCC(C(=O)OCC)CC3)C2=O)cc1 (stereo not drawn)	-2	-1	23	-1	10	4	3	-8
COc1ccc(Nc2nnc(-c3ccc(O)cc3)c3ccccc23)cc1C(N)=O	5	-225	4	7	6	-5	-3	19
COc1ccc(C(C)=O)cc1COc1cccnc1[N+](=O)[O-]	6	13	-6	-1	-2	-1	0	-4
Cc1cc(Br)ccc1NCc1ccccn1	-23	10	5	-7	4	-4	0	11
CCn1c(SCC(=O)Nc2cccc(O)c2)nc2c1c(=O)n(C)c(=O)n2C	4	4	3	14	6	6	1	-2
CC1CCCN(S(=O)(=O)c2ccccc2[N+](=O)[O-])C1 (stereo not drawn)	6	10	4	-2	5	3	1	-6
O=[N+]([O-])c1cccc(C(=Nc2ccc(Cl)cc2)NO)c1	-3	31	9	-12	2	-4	2	-10
CCC(=O)NC(=S)Nc1ccc(NC(=O)c2cccc([N+](=O)[O-])c2C)cc1	1	21	19	7	3	-10	-2	16
CN(C)c1nc(OCCOC(=O)Nc2ccc(Cl)cc2Cl)nc(N(C)C)n1	6	8	-13	-10	-7	6	1	8
Cc1cccc(NC(=S)NCCN2CCOCC2)c1	3	16	-10	-3	2	-6	1	4
Cc1cc2c(c(CO)c1CCO)C(=O)[C@@H](C)[C@@H]2O	9	11	-3	2	5	-4	1	-1
O=C(CN1CC(c2ccccc2)CC1=O)Nc1ccc2c(c1)OCO2 (stereo not drawn)	-10	2	-9	6	-2	1	-1	-1
CC(=O)NCC(=O)N1CCCC(C(=O)c2ccc(Oc3ccccc3)cc2)C1 (stereo not drawn)	5	14	1	-1	-7	-2	1	11
CCNC(=S)NNC(=O)CC(C)C	-11	12	2	1	4	6	0	12
N#C/C(=C\c1c[nH]c2ccccc12)c1nnc2n1CCCCC2	-9	6	0	-4	6	-6	-4	9

Shown as labelled records: part of the list above.
SMILES: COc1ccc(C(C)=O)cc1COc1cccnc1[N+](=O)[O-]
  Apaf-1 inh = 6	SENP8 block-1 = 13	SENP6 inh = -6	SENP8 block-2 = -1	SENP7 block = -2	HKDC1 inh = -1	SENP1 FRET inh = 0	PfG6PD inh = -4
SMILES: Cc1cc(Br)ccc1NCc1ccccn1
  Apaf-1 inh = -23	SENP8 block-1 = 10	SENP6 inh = 5	SENP8 block-2 = -7	SENP7 block = 4	HKDC1 inh = -4	SENP1 FRET inh = 0	PfG6PD inh = 11
SMILES: CCn1c(SCC(=O)Nc2cccc(O)c2)nc2c1c(=O)n(C)c(=O)n2C
  Apaf-1 inh = 4	SENP8 block-1 = 4	SENP6 inh = 3	SENP8 block-2 = 14	SENP7 block = 6	HKDC1 inh = 6	SENP1 FRET inh = 1	PfG6PD inh = -2
SMILES: CC1CCCN(S(=O)(=O)c2ccccc2[N+](=O)[O-])C1 (stereo not drawn)
  Apaf-1 inh = 6	SENP8 block-1 = 10	SENP6 inh = 4	SENP8 block-2 = -2	SENP7 block = 5	HKDC1 inh = 3	SENP1 FRET inh = 1	PfG6PD inh = -6

Next part.
SMILES	Apaf-1 inh	SENP8 block-1	SENP6 inh	SENP8 block-2	SENP7 block	HKDC1 inh	SENP1 FRET inh	PfG6PD inh
COc1ccc(/C=C/C(=O)Nc2nc(C)c(C(=O)N(C)C)s2)cc1	2	-152	-12	-12	-4	-2	0	20
C=CCn1c(SCC(C)=O)nc2scc(-c3ccc(C)o3)c2c1=O	9	-44	-7	1	-2	6	-3	3
COC(=O)c1ccc(C(=O)OC)c(NC(=O)CS(=O)(=O)Cc2ccccc2)c1	5	-371	-6	-6	-6	-9	-16	0
Nc1c([N+](=O)[O-])cc(-c2cnc[nH]2)cc1[N+](=O)[O-]	3	15	3	-3	3	-2	1	-9
CCOC(=O)Nc1ccc2c(c1)N(C(=O)CNC)c1ccccc1CC2	-7	8	20	-1	-4	0	2	-17
CNC(=O)NC(=O)C(C)OC(=O)c1c2c(nc3ccccc13)/C(=C/c1cccs1)CC2 (stereo not drawn)	14	-404	9	-1	12	-2	-24	4
CC1CN(C(=S)Nc2ccc(Br)cc2Cl)CC(C)O1 (stereo not drawn)	9	7	1	-17	-6	-4	9	3
CC1(C)CC(=O)C=C(Nc2ccc3c(c2)CCC3)C1	9	·	16	-9	3	-1	·	19
COc1ccc(Br)cc1CNC(=O)Nc1cccs1	-1	3	0	0	3	10	-10	13
CCc1ccc(NC(=O)CCc2nnc3ccc(N4CCC5(CC4)OCCO5)nn23)cc1	4	-16	-7	-2	-2	-1	3	0
Nc1c(-c2cccc(Cl)c2)cnc2c(-c3ccccc3)cnn12	15	-288	-30	-10	-7	0	-2	-2
Cc1ccc(NC(=O)NCCCN2CCCC2=O)cc1Cl	1	5	-5	-2	-9	3	2	0
CC(C)[C@H](NC(=O)c1ccccc1Cl)C(=O)OCC(=O)NC(=O)NCc1ccco1	-2	17	-9	10	-10	-3	0	-2
Cn1cnnc1SCC(=O)Nc1cccc(C(=O)O)c1	-7	8	-7	7	-3	-2	3	3
CCOC(=O)CN(C(=O)CSc1nnc(C)n1-c1ccccc1)c1ccccc1	-7	16	0	2	5	6	1	-14
O=C(NCCNC(=O)c1cc(F)cc(F)c1)c1cc(F)cc(F)c1	1	22	-7	3	-1	-3	2	7
Cc1onc(-c2c(F)cccc2Cl)c1C(=O)NC(=S)Nc1c(C)n(C)n(-c2ccccc2)c1=O	5	4	-6	2	-4	-6	2	1
CCN(CC(=O)Nc1ccc(NC(C)=O)cc1)C(=O)CSCC(=O)Nc1ccc(C)cc1	4	5	-8	-9	-4	-6	0	-12
CCOC(=O)N1CCN(S(=O)(=O)c2ccc(OC)cc2)CC1	-6	8	0	5	-1	-2	3	-8
Cc1ccc(-c2nc3ccccc3[nH]2)cc1NC(=O)c1ccco1	-1	-2	17	-2	-1	-4	-1	41
O=C1CCC(C(=O)OCc2cc(=O)oc3ccc4ccccc4c23)=NN1	2	-478	8	0	5	4	-33	11
COc1ccc(-n2c(=O)c3c4c(sc3n(CC(=O)Nc3cc(C)[nH]n3)c2=O)CCCC4)c(OC)c1	9	10	6	-12	-6	-1	1	-7
COc1ccc(-c2csc(C(C#N)=C(O)CSc3nccn3C)n2)cc1OC	·	4	·	·	·	-1	-4	7
COc1ccc(NC(=O)CSc2c(C)nn(-c3nnc(C)c(=O)[nH]3)c2C)cc1	5	25	-45	-3	-6	-3	-1	-23
ClCc1csc(-c2ccccc2Cl)n1	-5	8	2	-20	-11	5	0	12
CC(OC(=O)CCCOc1ccccc1)C(=O)Nc1ccc(Cl)cn1 (stereo not drawn)	12	-1	-17	-14	17	0	6	3
COc1ccc(C(=O)Sc2nncc3ccccc23)cc1	2	9	-11	-13	-3	4	8	2
O=C(N/N=C/c1ccc(N2CCOCC2)s1)c1ccccc1Cl	1	-114	8	2	-3	-7	-29	25
Cc1ccccc1NC(=S)NNC(=O)c1csc2c1CCC(C)C2 (stereo not drawn)	21	16	46	39	41	-11	3	-15
CO/N=C/c1ccc(N2CCN(C(=O)c3ccc(C)cc3)CC2)c([N+](=O)[O-])c1	20	17	0	-5	2	10	2	56
CCOc1ccc(NC(=S)NC(C)c2cccs2)cc1 (stereo not drawn)	3	17	26	7	9	2	1	7
O=c1[nH][nH]c2nc(C(F)(F)F)cc(C(F)(F)F)c12	17	15	-3	3	3	-5	3	4
COc1cc(OC)c(OC)cc1/C=C1\CCC/C(=C\c2cc(OC)c(OC)cc2OC)C1=O	25	6	4	-4	4	5	-12	16
Cc1ccc(NC(=S)N2CCN(Cc3ccc4c(c3)OCO4)CC2)c(C)c1	-20	16	4	0	2	-2	3	5
Cc1ccc(C)c(Nc2cc(C)nc(-c3ccccc3O)n2)c1	20	-95	-24	1	2	1	2	12
CN(NC(=O)c1c(Cl)cccc1Cl)c1cccc(Cl)n1	-5	26	-14	-5	3	-4	0	-8
CC(=O)Nc1ccc(C(=O)OCC(=O)c2ccc(F)cc2)cc1	5	17	-14	-14	-5	-12	-1	-1
Cc1ccc2c(C)c(C(=O)N(C)Cc3ccncn3)oc2c1C	-8	12	1	4	3	-2	-1	-2
O=C(NCc1ccco1)c1cc(NS(=O)(=O)c2cccc([N+](=O)[O-])c2)ccc1O	11	6	-11	-4	-8	-4	-2	-24
Cc1cnc(NC(=O)Cc2ccccc2Cl)s1	2	14	0	-15	1	-5	-1	7
O=C(NC(=S)Nc1cc(-c2nc3ccccc3[nH]2)ccc1Cl)c1ccc2c(c1)OCO2	-12	-60	44	14	3	-23	-1	36
O=C(N/N=C1\CC2CC=CC12)c1ccc(Br)cc1 (stereo not drawn)	4	1	-6	-3	-4	-4	0	-2
CCCCC(=O)NC(c1ccco1)c1cc(Cl)c2cccnc2c1O (stereo not drawn)	25	3	-12	2	11	-27	-37	-31
COC(=O)c1ccc(C)c(NC(=O)CN(c2ccc3c(c2)OCO3)S(C)(=O)=O)c1	-6	12	4	-7	-5	-5	1	-12
Cc1cccc(NC(=O)CN2C(=O)c3ccccc3S2(=O)=O)n1	-2	20	-19	-6	1	-4	1	0
CCN(CC(=O)NC1CCS(=O)(=O)C1)S(=O)(=O)c1ccc(C)c(C)c1 (stereo not drawn)	-4	22	3	-3	-7	-12	0	-3
O=C(O)C1C2CCC(C2)C1C(=O)Nc1cccc([N+](=O)[O-])c1 (stereo not drawn)	·	10	·	·	·	-2	-1	-9
CC(=O)Nc1cccc(C(=O)N/N=C/c2c[nH]c3ccccc23)c1	5	-88	-32	-9	1	-3	-3	-11
COc1ccc(CN2CCNC(=O)C2CC(=O)NCc2cn[nH]c2-c2ccccc2)c(F)c1 (stereo not drawn)	4	-19	2	5	2	3	-15	5
CCC(C)NC(=O)C1c2ccccc2C(=O)N1Cc1ccccc1OC (stereo not drawn)	-1	7	-1	-8	-6	-12	4	-17
COc1ccc(OC)c2c(C)cc(NCCN3CCOCC3)nc12	2	-268	-24	8	2	-3	-2	7
CC(=O)Nc1cccc(NC(=O)c2cccc(-c3ccc(O)cc3)c2)c1	8	18	14	-2	-8	-6	3	13
O=C(COc1ccc(F)cc1)Nc1cc(Cl)ccc1-n1cncn1	-9	-7	3	-7	-2	0	0	23
CCCCc1nc2sc3c(c2c(=O)[nH]1)CCC3	-25	-10	-13	-1	3	4	1	-11
Cc1ccc(-n2c(-c3ccc(Cl)cc3Cl)n[nH]c2=S)cc1	-4	12	-5	-8	11	-3	1	27
CCOC(=O)c1sc2nc(C)[nH]c(=S)c2c1C	10	-10	5	-3	-8	-13	-30	15
O=c1cc(CO)oc(CN2CCN(c3cccc(C(F)(F)F)c3)CC2)c1O	-4	12	-9	-13	-12	0	2	-7
Cc1ccc(S(=O)(=O)Cn2nnnc2C(C(C)C)N2CCN(c3nc4ccccc4s3)CC2)cc1 (stereo not drawn)	14	11	-9	-4	-1	0	0	9
CCOC(=O)c1ccc(S(=O)(=O)N2CCC(C(=O)O)CC2)cc1	-10	12	5	-7	-2	0	-1	-39
COc1cccc(-c2nn(-c3ccccc3)cc2CN(C)Cc2ccno2)c1	6	14	-19	-10	0	14	1	-9
O=C(CN(C(=O)c1csnn1)c1cccc(F)c1)NC1CCCC1	-3	12	5	-9	-4	-10	1	2
CS(=O)(=O)Nc1ccc(-c2n[nH]c(=S)n2-c2ccccc2)cc1	-12	-91	-3	-4	9	6	3	43
